Compound activity from PubChem.
hIAP inh – human IAP inhibitors, primary screen, biochemical, luminescence, uHTS | purified IAP, CDP-Star luminescence, 30 min | inhibition, % at 10 µM | hit rate 0.12% among 330,000;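 active = inhibition reaching a set limit with compound at 10 µM in the primary screen, cut at about 35% in these data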;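 note: plate controls were DMSO wells with enzyme for no effect and no-enzyme buffer wells for full effect; values of inactives mirror those of a sister screen read the other way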
APOBEC3G inh – APOBEC3G DNA deaminase inhibitors, primary screen, biochemical, fluorescence, single-stranded DNA substrate, uHTS. recombinant A3G, ssDNA deamination FAM/TAMRA fluorescence. inhibition, % at 20 µM. hit rate 0.28% among 330,000;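 active = inhibition of at least 40% at 20 µM, with no more than 30% in the related APOBEC3A deaminase screen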;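 note: plate controls were DMSO wells with A3G for no effect and wells lacking A3G enzyme for full effect; some compounds called inactive have numbers as strong as hits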
Target sequence (Q9HC16 whole entry, looked up): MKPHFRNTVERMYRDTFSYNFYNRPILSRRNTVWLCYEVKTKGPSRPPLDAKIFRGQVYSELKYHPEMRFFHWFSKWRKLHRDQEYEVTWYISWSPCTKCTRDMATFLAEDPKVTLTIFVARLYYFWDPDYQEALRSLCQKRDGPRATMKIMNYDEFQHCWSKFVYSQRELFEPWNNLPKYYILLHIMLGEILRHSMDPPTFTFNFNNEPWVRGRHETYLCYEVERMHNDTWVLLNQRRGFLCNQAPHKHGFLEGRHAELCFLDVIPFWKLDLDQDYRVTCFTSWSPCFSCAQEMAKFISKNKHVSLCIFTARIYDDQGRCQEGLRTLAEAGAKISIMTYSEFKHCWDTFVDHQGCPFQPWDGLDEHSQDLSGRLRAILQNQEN
mIAP act – activators of mouse IAP, primary screen, biochemical, luminescence, uHTS; hit rate 0.24% among 330,000; activation factor at 10 µM; muIAP, CDP-Star luminescence, 30 min; hits give high values; 1 = vehicle-only enzyme signal, 0 = enzyme-free wells;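 active = activation factor of at least 2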; note: the source names both 10 and 20 µM as test concentration; values of inactives mirror those of a sister screen read the other way
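Assay system: mouse IAP enzyme; Reagent: CDP-Star chemiluminescent phosphatase substrate; Compound: DMSO-dissolved test compounds; Incubation: 30 min, room temperature; Technique: luminescence from enzymatic CDP-Star hydrolysis; Controls: DMSO-only wells and no-enzyme negative control.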
NALP3 yeast inh – NALP3 inflammasome inhibitors in reconstituted yeast, primary screen, luminescence, uHTS; Yeast reconstituted NLRP3/ASC/caspase-1, beta-gal luminescence, 24 h; inhibition, % at 10 µM; hit rate 0.39% among 330,000;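 active = inhibition of 50% or more; inactive = inhibition below 50%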;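 note: plate controls were induced DMSO wells for no effect and uninduced yeast grown without galactose for full effect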
MIN6 prolif – inducers of MIN6 beta-cell proliferation, primary screen, ATP luminescence, uHTS | proliferation, % at 10 µM | MIN6 cells proliferation, ATPlite luminescence, 48 h; cells starved in 0.2% serum; 100% = growth in 10% serum | hit rate 0.29% among 330,000 | AID 2380, 2010;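 active = compounds whose signal lies at least 3.5 SD above the mean of all wells on their plate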;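 note: 0% = DMSO-treated cells in low-serum medium and 100% = 10% serum control; some compounds called inactive have numbers as strong as hits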
SENP1 FRET inh – human SENP1 catalytic domain inhibitors, primary screen, biochemical, FRET, uHTS. recombinant SENP1 catalytic domain, CyPet-SUMO1-YPet FRET cleavage. inhibition, % at 10 µM. hit rate 0.21% among 360,000;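 active = inhibition at least 30% at 10 µM, raw YFP signal under a set limit, fluorescence ratio 0.5 to 1.5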;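 note: 0% = enzyme with DMSO and 100% = no enzyme wells; some results filed as inactive read as strong as hits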
Target sequence (Q9P0U3 419-644 limits assumed): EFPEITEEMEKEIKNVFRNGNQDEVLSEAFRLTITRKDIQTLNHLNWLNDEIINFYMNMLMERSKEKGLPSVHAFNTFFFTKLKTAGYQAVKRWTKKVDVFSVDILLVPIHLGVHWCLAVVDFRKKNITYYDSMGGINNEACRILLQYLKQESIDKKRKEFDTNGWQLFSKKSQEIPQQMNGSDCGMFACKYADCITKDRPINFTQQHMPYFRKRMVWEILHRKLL
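material = recombinant human SENP1 catalytic domain, His6-tagged | quantity = 20 pM enzyme | reagent = 25 nM SUMO1 FRET substrate | compound dosing = 10 µM single point, 0.5% DMSO | timing = 50 min enzyme reaction, room temperature, light-protected | detection = FRET, CFP and YFP emission | control set = no-enzyme low, enzyme-DMSO high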
A3A deaminase – APOBEC3A ssDNA deaminase inhibitors, primary screen, selectivity assay for APOBEC3G inhibitor project, biochemical, FAM/TAMRA oligo cleavage fluorescence | recombinant A3A, FAM/TAMRA ssDNA deamination fluorescence | inhibition, % at 20 µM | hit rate 0.41% among 330,000 | AID 493011, 2011;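 active = at least 40% inhibition at 20 µM here, with at most 30% in a related deaminase screen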;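 note: plate controls were A3A with DMSO for no effect and wells lacking A3A enzyme for full effect; some results filed as inactive read as strong as hits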
Target sequence (P31941 whole entry, looked up): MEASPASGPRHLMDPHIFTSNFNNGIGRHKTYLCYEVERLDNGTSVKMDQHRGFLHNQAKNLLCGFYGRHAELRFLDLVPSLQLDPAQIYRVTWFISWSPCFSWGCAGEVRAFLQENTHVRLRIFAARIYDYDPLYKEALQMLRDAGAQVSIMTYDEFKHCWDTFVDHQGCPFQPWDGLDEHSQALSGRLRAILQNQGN
mIAP block – inhibitors of mouse IAP, primary screen, biochemical, luminescence, uHTS | intestinal alkaline phosphatase [Mus musculus] | purified mouse IAP, CDP-Star luminescence, 30 min | inhibition, % at 10 µM | hit rate 0.2% among 330,000 | AID 2806, 2010;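 active = inhibition of at least 40% at 10 µM in the primary screen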;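 note: plate controls were DMSO with enzyme for no effect and no enzyme wells for full effect; values of inactives mirror those of a sister screen read the other way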
hIAP activ – human IAP activators, primary screen, biochemical, luminescence, uHTS. Intestinal-type alkaline phosphatase (Homo sapiens), P09923. purified human IAP, CDP-Star luminescence, 30 min; hits give high values; 1 = vehicle-only enzyme, 0 = enzyme-free background. activation factor at 10 µM. hit rate 0.16% among 330,000. AID 2524, 2010;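 active = activation factor of the enzyme at least 2-fold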; note: the source names both 10 and 20 µM as test concentration; values of inactives mirror those of a sister screen read the other way
* = called active by the depositor; . = not tested or not shown. Some of the compounds tested; the hit share may differ from the screen's.

SMILES	hIAP inh	APOBEC3G inh	mIAP act	NALP3 yeast inh	MIN6 prolif	SENP1 FRET inh	A3A deaminase	mIAP block	hIAP activ
Cc1ccc(OCc2nc(C#N)c(NCc3ccc4c(c3)OCO4)o2)cc1	8	-7	1.2	20	-3	2	-3	-21	0.93
O=C(CC1CC2CCC1C2)OCC(=O)c1c[nH]c2ccccc12 (stereo not given)	0	3	1	17	-2	1	4	-4	1
CC(C)CC(=O)NC(=S)Nc1ccccc1C(=O)Nc1ccccc1	-170	-6	0.68	18	-2	2	-1	32	2.7*
O=C(CCCn1c(=O)c2ccccc2n(CC(=O)N2CCN(c3ccccc3)CC2)c1=O)NCc1ccco1	-4	2	1.1	19	2	2	7	-9	1
COc1ccc(C(CC(=O)Nc2ncccc2C)N2Cc3ccccc3C2=O)cc1OC (stereo not given)	-1	-9	1.1	12	-2	-1	-2	-10	1
COc1ccccc1NC(=S)NCC1CCCO1 (stereo not given)	10	0	1	2	1	3	0	-1	0.9
CCCCOc1ccc(C(=O)NCCCC(=O)N2CCCCC2)cc1	-19	-1	0.93	12	-1	1	2	7	1.2
COc1ccc(C)cc1NCc1ccc([N+](=O)[O-])cc1	12	-4	0.96	17	-1	1	-2	4	0.88
CS(=O)(=O)N(CC(=O)NCCSCc1ccccc1)c1ccc2c(c1)OCO2	-14	-8	1	12	0	2	-4	-4	1.1
COc1ccc(S(=O)(=O)N2CCN(c3nc(C)cc(C)n3)CC2)cc1	6	-5	1.1	53*	4	3	-3	-8	0.94
COc1ccccc1CCC(=O)OCC(=O)Nc1cccc(S(=O)(=O)N2CCOCC2)c1	-8	-14	1	17	-3	2	-1	-2	1.1
Cc1ccc(C)c(S(=O)(=O)N2CCCOC2CNC(=O)C(=O)NCc2ccccn2)c1 (stereo not given)	-4	-12	0.94	4	4	-1	0	6	1
CC(c1nnc(SCC(=O)N(C)C2CCS(=O)(=O)C2)n1-c1ccccc1)N(C)C (stereo not given)	-6	-3	1.1	2	-1	-1	-1	-10	1.1
C=CCc1c(C)nc2c(C(=O)O)cnn2c1C	-8	-8	1	5	-4	0	1	0	1.1
Cc1cc(N)n2nc(-c3ccccc3)c(-c3ccccc3)c2n1	16	16	1.1	24	0	-1	1	-8	0.84
CSc1cccc(NS(=O)(=O)c2cccs2)c1	7	-3	0.95	34	-2	0	1	5	0.93
NS(=O)(=O)c1ccc2nc(NC(=O)C3CCCO3)sc2c1 (stereo not given)	-10	-6	1	1	0	0	1	0	1.1
COC(=O)C1=NN(C(=O)c2cccc(Br)c2)C(O)(c2ccc(Cl)cc2)C1 (stereo not given)	-29	-4	0.74	11	-1	65*	2	26	1.3
COc1ccc(C(=O)NCC(c2ccc3c(c2)OCO3)N2CCN(c3ccc(OC)cc3)CC2)cc1 (stereo not given)	4	-11	1.1	-1	-2	1	0	-6	0.96
COc1ccccc1-c1nnc(SCC(=O)NCc2ccco2)n1N	2	-7	0.96	11	-3	1	-2	4	0.98
COc1ccc(CNC(=O)CCC(=O)Nc2nnc(CC(C)C)s2)cc1	0	-7	1	17	-4	-1	-3	0	0.99
O=C(c1ccc(CS(=O)(=O)Cc2ccccc2)cc1)N1CCCCC1	-3	-2	0.99	7	-4	2	0	1	1
COc1cc(/C=C/c2ccc3c([N+](=O)[O-])cccc3n2)ccc1OCC(=O)O	17	0	0.88	10	-3	54*	4	12	0.83
Cc1sc2ncn(CC(=O)NCc3ccccn3)c(=O)c2c1S(=O)(=O)N1CCOCC1	12	-5	0.89	-3	-1	2	-2	11	0.88
O=C(NCCCN1CCOCC1)c1ccc2c(c1)N(Cc1cccc(F)c1)C(=O)c1ccccc1S2	-22	-8	1	-6	-7	-6	-8	-3	1.2
CCOc1ccccc1NC1=C(Cl)C(=O)N(c2ccccc2)C1=O	10	-6	0.83	17	-2	2	0	17	0.9
O=C(Oc1ccccc1C(=S)N1CCOCC1)c1cccc([N+](=O)[O-])c1	5	-7	0.93	9	0	1	-2	7	0.95
Cc1cc(Cl)ccc1OCC(=O)NCCOc1nc(N2CCOCC2)nc(N2CCOCC2)n1	-29	-7	1	12	-2	0	-7	0	1.3
CC(C)OC(=O)/C(C#N)=C/c1cn(Cc2ccccc2)c2ccccc12	21	-10	1	17	-4	-74	-3	-5	0.79
C#CCOCCOCCOCCNc1nc(N2CCN(C(=O)[C@H](C)n3cc(CCCN=C(N)N)nn3)CC2)nc(N2CCN(C(=O)[C@H](Cc3ccc(O)cc3)n3cc(CCO)nn3)CC2)n1	7	-9	1	12	5	.	0	-2	0.93
COc1cc2cnc(-c3ccccc3)c(-c3ccc([N+](=O)[O-])cc3)c2cc1OC	7	-7	0.97	1	8	2	2	3	0.93
O=C(/C=C/c1ccco1)c1ccc(O)cc1	-3	-6	0.71	25	2	.	4	29	1
COc1ccc(-c2oc3ccc(-c4ccc(OC)nc4)cc3c2C#CC2(O)CCCCC2)cc1	7	18	1	12	-8	-1	1	0	0.93
COC(=O)C1=CO[C@@H](O[C@@H]2O[C@H](CO)[C@@H](O)[C@H](O)[C@H]2O)C2C1CC(O)O[C@H]2C (stereo not given in full)	6	-8	0.92	15	-1	0	-4	8	0.94
CCn1c(SCc2ccc(OC)cc2)nnc1-c1ccncc1	-9	-8	0.96	6	-1	1	-4	4	1.1
COC(C[C@@H]1O[C@H]1[C@H](O)COCc1ccccc1)OC	11	-7	1	-8	0	-1	-1	-4	0.89
O=C(Nc1nc(-c2cccs2)c(C(=O)C(F)(F)F)s1)c1ccco1	-11	0	0.95	24	1	-54	7	5	1.1
CCOc1ccc(NC(=O)CN(C)C(=O)c2ccc(C)o2)cc1OCC	-4	-4	1	6	1	0	4	0	1
COc1cc(Br)c(CC(=O)NNC(=O)c2ccc(F)cc2)cc1OC	-12	0	0.95	15	-4	6	1	5	1.1
O=C(Cc1cc(=O)[nH]c(=O)[nH]1)NCc1ccccc1	4	-9	1.1	11	-2	-174	0	-6	0.96

Next part, starting with the last three of the part before.
SMILES	hIAP inh	APOBEC3G inh	mIAP act	NALP3 yeast inh	MIN6 prolif	SENP1 FRET inh	A3A deaminase	mIAP block	hIAP activ
CCOc1ccc(NC(=O)CN(C)C(=O)c2ccc(C)o2)cc1OCC	-4	-4	1	6	1	0	4	0	1
COc1cc(Br)c(CC(=O)NNC(=O)c2ccc(F)cc2)cc1OC	-12	0	0.95	15	-4	6	1	5	1.1
O=C(Cc1cc(=O)[nH]c(=O)[nH]1)NCc1ccccc1	4	-9	1.1	11	-2	-174	0	-6	0.96
O=C(COC(=O)c1cc(Cl)ccc1O)NNC(=O)c1ccccc1F	-27	-7	0.92	2	0	0	-5	8	1.3
Cc1[nH]c(=O)[nH]c(=O)c1S(=O)(=O)Nc1ccc(F)c([N+](=O)[O-])c1	0	-5	1	2	1	2	-1	-1	1
Cc1ccc(OCC(=O)NCC(=O)Nc2ccc(F)c(F)c2F)c([N+](=O)[O-])n1	8	-7	0.95	6	-2	1	-1	4	0.92
Cc1ccc(CSc2nnc3nc(C)cc(C)n23)cc1	26	-5	0.99	24	0	2	-3	1	0.74
O=C1Nc2ccc(F)cc2C12OCCO2	-7	-4	1	4	0	2	-3	-3	1.1
COc1ccc(C(C)NC(=O)C23CC4CC(CC(C4)C2)C3)cc1 (stereo not given)	-26	-8	1	12	-1	5	-4	0	1.3
CCN(CC)C(=O)CSc1nsc(SCC(=O)N(CC)CC)c1C#N	2	2	0.74	11	-1	2	2	26	0.98
O=c1c2[nH]c3cccc(Cl)c3c2ncn1Cc1ccncc1	11	1	1	16	-1	2	-4	-1	0.89
COCC(C)n1c(C)cc(C(=O)COC(=O)CN=C2NS(=O)(=O)c3ccccc32)c1C (stereo not given)	2	1	0.95	8	-1	0	1	5	0.98
CCOCCCn1c(=S)[nH]c2cc(C(=O)N3CCOCC3)ccc2c1=O	-15	-2	1	2	-3	2	1	-4	1.2
O=C(NCc1cccs1)C1CC(=O)N(C2CCCC2)C1 (stereo not given)	-15	-2	1	12	1	1	-1	0	1.2
CC1CCCCC1NC(=O)COc1ccc(-n2cnnn2)cc1 (stereo not given)	-15	-5	1.1	19	2	2	-2	-8	1.1
Cc1nn(CCCC(=O)NC2CCC(C)CC2)c(=O)c2nn(-c3ccccc3)c(C)c12 (stereo not given)	-6	2	0.96	11	0	1	0	4	1.1
O=[N+]([O-])c1cncc([N+](=O)[O-])c1Nc1cccc(O)c1	9	-1	1	7	-4	2	3	0	0.91
O=C(c1cc(=O)[nH]c2ccccc12)N1CCN(c2ccccc2)CC1	-2	17	1.1	11	0	0	11	-7	1
Cc1nc(N2CCN(C)CC2)[nH]c(=O)c1Cc1cccc2ccccc12	-2	-4	0.96	0	-2	0	-3	4	1
COc1ccc(CCNC(=O)c2cc(S(=O)(=O)N(C)C)ccc2N2CCCC2)cc1	-9	-7	1	6	0	-1	10	-3	1.1
CCC(=O)c1ccc(N2CCN(C(=O)c3cccc(F)c3)CC2)c(F)c1	-7	6	1	6	0	0	-4	-2	1.1
CCOc1ccc(S(=O)(=O)NCCC(=O)NC2CCCCC2)cc1	0	-11	0.96	13	-1	1	-1	4	0.99
Clc1ccc(CN2CCN(/N=C/c3cccnc3)CC2)cc1	1	-9	0.96	9	0	0	-3	4	0.99
COC(=O)c1sccc1NC(=O)c1ccc(C)cc1	-2	-7	0.95	28	0	2	-2	5	1
Cc1ccc(-c2nn3nnnc3c3ccccc23)cc1C	-5	0	0.92	17	1	0	-3	8	1.1
COC(=O)c1c(C(=O)OC)c(-c2ccc(C)cc2)n2c1CS(=O)C2 (stereo not given)	-6	-8	0.95	5	-1	-1	-3	5	1.1
Cc1sc2ncnc(N3CCN(S(=O)(=O)c4ccc(C(C)(C)C)cc4)CC3)c2c1C	-11	-4	0.93	10	-6	1	0	7	1.1
Cc1cccc(NC(=O)NCC(c2cccnc2)N2CCOCC2)c1 (stereo not given)	-3	0	1	9	-3	5	5	-4	1
O=C(Nn1c(=S)[nH]c2ccccc2c1=O)c1ccncc1	-1	-6	0.94	17	0	0	-4	6	1
O=C(Nc1ccncc1)Nc1ccc(F)cc1F	-3	-1	1	-21	-1	3	-3	-1	1
CCC(C)NC(=O)c1n[nH]c(=O)c2ccccc12 (stereo not given)	17	-3	0.96	3	1	2	-3	4	0.83
CC1CN(c2nc(Nc3ccccc3)nc(N)c2[N+](=O)[O-])CC(C)O1 (stereo not given)	3	0	1	12	0	1	2	-3	0.97
